# Screening data: PubChem BioAssay, National Center for Advancing Translational Sciences (NCATS)
# Giardia FBPA inh = inhibitors of Giardia lamblia fructose-1,6-bisphosphate aldolase. purified Giardia FBPA. A8B2U2. 0.71% of 290,000 active. AID 2451. Potency, µM (doses to about 59.6 µM), inactives show at the highest dose activity, negative = inhibition, actives largely listed as inhibitors; further: potency means the concentration at half of the fitted maximal effect; nearly all actives have a fitted effect of over 55% in size
# Target sequence (A8B2U2 whole entry, looked up): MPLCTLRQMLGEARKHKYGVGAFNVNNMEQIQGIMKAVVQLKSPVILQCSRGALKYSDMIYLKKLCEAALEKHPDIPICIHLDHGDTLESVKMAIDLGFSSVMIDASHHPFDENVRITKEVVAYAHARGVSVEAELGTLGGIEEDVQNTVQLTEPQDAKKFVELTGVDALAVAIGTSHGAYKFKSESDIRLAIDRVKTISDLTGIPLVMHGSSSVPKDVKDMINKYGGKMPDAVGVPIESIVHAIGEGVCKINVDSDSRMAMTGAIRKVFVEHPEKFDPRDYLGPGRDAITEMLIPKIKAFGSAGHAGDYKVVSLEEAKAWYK
#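 40 nM FBPA preincubated 10 min at RT with compound (up to 57.5 uM final), then substrate plus GAPDH/TPI/NAD/arsenate coupling and diaphorase/resazurin added. Fluorescence read after 20 min at RT, 525/598 nm.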
# AmpC no deterg = inhibitors of E. coli AmpC beta-lactamase without detergent; AmpC nitrocefin hydrolysis, absorbance 480 nm, 0.0001% Triton; 0.52% of 330,000 active; Potency, µM (titrated, usually from 57.1 µM), for inactives: top-dose activity change, negative = inhibition, usual class: inhibitors; P00811;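 further: potency means the concentration at half of the fitted maximal effect; plate controls were no compound for no effect and no enzyme for full effect; nearly all actives have a fitted effect of over 20% in size; some results filed as inactive show a strong effect at the top dose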
# Target sequence (P00811 whole entry, looked up): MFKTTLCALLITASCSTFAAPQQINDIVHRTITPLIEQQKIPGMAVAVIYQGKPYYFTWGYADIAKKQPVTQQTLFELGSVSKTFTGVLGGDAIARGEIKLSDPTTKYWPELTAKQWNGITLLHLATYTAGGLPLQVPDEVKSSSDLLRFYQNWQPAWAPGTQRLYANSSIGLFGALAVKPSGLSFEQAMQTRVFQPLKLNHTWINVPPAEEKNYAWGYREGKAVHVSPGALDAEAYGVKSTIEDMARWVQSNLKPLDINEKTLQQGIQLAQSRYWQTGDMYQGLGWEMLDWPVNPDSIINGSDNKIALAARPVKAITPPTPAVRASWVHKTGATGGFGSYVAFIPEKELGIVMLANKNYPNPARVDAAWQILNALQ
#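 20 mM phosphate pH 7.0 + 0.01% (detergent screen) or 0.0001% Triton X-100; 5.3 nM AmpC reagent; cpd preinc 15 min RT; nitrocefin (800 uM stock) to start; A480 q20 s × 4 min; Activity was normalised to no-enzyme and no-compound control wells.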
# HCMV antiviral = inhibitors of human cytomegalovirus. HFF cells, HCMV-luciferase reporter, 72 h; hits give low values. activity change, negative = inhibition, % at 57.5 µM. 4.5% of 410,000 active; in the data active means activity change below about -60%; inconclusive means no clear call, values can overlap the other calls; inactive means above about -39%
#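 Steps: HFFs plated, 16 h 37C; compounds added; HCMV-luciferase added to MOI 1 PFU/cell; 72 h 37C; OneGlo reagent, 5 min room temperature; luminescence read, normalized to controls.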
# Sm TGR inh = inhibitors of Schistosoma mansoni thioredoxin glutathione reductase. 3% of 360,000 active. AID 485364. Potency, µM (series often up to 114 µM), inactives show top-dose activity change, negative = inhibition, most hits filed as inhibitors. Q962Y6. purified TGR, DTNB reduction, TNB absorbance 405 nm; further: potency means the concentration at half of the fitted maximal effect; nearly all actives have a fitted effect of over 60% in size
#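 TGR 20 nM + NADPH 100 uM (dispensed conc.), cpd preinc 15 min RT; start with NADPH (500 uM addition) then DTNB (15 mM addition). Kinetic TNB absorbance, 405 nm filter. Four-parameter Hill fit across titration.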
# AMA1-RON2 inh = disrupts binding of P. falciparum AMA1 to RON2. AlphaScreen AMA1-biotinylated RON2 peptide binding. Potency, µM (series often up to 58.2 µM), without a hit: top-dose activity change, negative = inhibition, actives largely listed as inhibitors. 0.2% of 360,000 active;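 further: potency means the concentration at half of the fitted maximal effect; 0% = vehicle wells and -100% = peptide control; nearly all actives have a fitted effect of over 45% in size; some results filed as inactive show a strong effect at the top dose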
#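 AMA1 (3D7) with his tag at 25 nM final met compounds first, then biotinylated RON2 peptide at 25 nM; detection used donor plus acceptor beads, 10 µg/mL apiece, read by AlphaScreen after 30 min at room temperature.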
# AmpC detergent = blocks E. coli AmpC beta-lactamase in detergent assay; 0.041% of 370,000 active; AmpC hydrolysis of nitrocefin, absorbance 480 nm, 0.01% Triton; Potency, µM (top dose mostly 114 µM), for inactives: at the highest dose activity change, negative = inhibition, hits mostly inhibitors; P00811; AID 485294;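 further: potency means the concentration at half of the fitted maximal effect; 0% = no-compound wells and -100% = no-enzyme wells; nearly all actives have a fitted effect of over 25% in size; some results filed as inactive show a strong effect at the top dose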
#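 20 mM phosphate pH 7.0 + 0.01% (detergent screen) or 0.0001% Triton X-100; 5.3 nM AmpC reagent; cpd preinc 15 min RT; nitrocefin (800 uM stock) to start; A480 q20 s × 4 min; Activity was normalised to no-enzyme and no-compound control wells.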
# Numbers without * were called inactive; ? = inconclusive; . = not tested or not shown; & = joins results of further samples; [ ] = dose if it differs, or a comment. Unless noted, the call rests on the fitted dose curve; in most records, active means well fitted curve in the direction sought with a large enough effect; inconclusive means small, poorly fitted or top-dose-only effect, or another doubt; inactive means no such curve, though single readings can be large; an effect the other way counts as inactive or inconclusive. Unless noted, on the % scale 0 is the no-effect control and ±100 the full control effect. Hits appear at their usual frequency; any-hit rate near 7.8%.
SMILES,Giardia FBPA inh,AmpC no deterg,HCMV antiviral,Sm TGR inh,AMA1-RON2 inh,AmpC detergent
COc1ccccc1C(=O)Nc1c(C(=O)N2CCN(c3ccc(F)cc3)CC2)oc2ccccc12,.,.,15.3,10.2%,.,19.8%
NC(=O)c1ccccc1Br,1.1%&3.6%,-9.0%,10.1,12.0%,-0.1%,5.1%
Cn1c2ccccc2c(=O)c2cc(C#Cc3ccccn3)ccc21,-5.2%,-38.4%,32.4,20µM*,49.5%[activator],?
Cc1ccc(C)c(N(CC(=O)NC2CCCCC2)C(=O)c2csnn2)c1,6.7%,-2.2%,-28.7,-12.1%,-3.6%,-6.7%
CC(/C=N/NC(=O)c1ccc(Cn2cc([N+](=O)[O-])cn2)o1)=C\c1ccccc1,.,-28.0%,37.8,-27.7%,-3.0%,2.6%
Cn1cccc1/C=N/NC(=O)Cc1cccs1,2.1%,-24.1%,-17.8,-5.6%,-21.3%,-8.6%
CC(C)c1nc(SCC(=O)N2CCCc3ccccc32)c2c(=O)n(C)c(=O)n(C)c2n1,3.6%,3.0%,-29.4,-5.3%,13.5%,?
CCCn1nnnc1NC(=O)c1cc(Br)ccc1OC,-6.9%,-11.7%,-27.1,21.0%,26.6%,-2.6%
CC(=O)C(Cc1ccccc1)NC(=O)CN1CCc2ccccc2C1 (stereo not drawn),5.8%,39.4%,?,-12.5%,20.6%,2.4%
O=C(Nc1cc(S(=O)(=O)Nc2ccc(Cl)cc2)ccc1N1CCCCC1)c1ccc(F)cc1Cl,-4.9%,-41.3%,-17.4,1.5%,-2.1%,-11.2%
Cc1cccc(NC(=O)N2CCCC2)c1,1.2%,-14.3%,-7.5,.,-2.5%,5.4%
CC(C)c1ccc(NC(=O)COC(=O)c2nn(C)c(=O)c3ccccc23)cc1,.,-14.2%,0.0,.,-17.6%,.
N#Cc1c(/N=C/c2ccc(O)cc2O)sc2c1C1CCN2CC1,0.0%,-28.5%,1.3,3.5%,6.2%,-10.7%
Cc1oc2c(C)c3oc(=O)c(CC(=O)N4CCCCC4)c(C)c3cc2c1C,.,.,-34.7,-6.2%,.,0.2%
Cc1cccc(N2CCN(C(=O)c3ccc4ccccc4c3)CC2C)c1 (stereo not drawn),.,1.7%,-39.8,.,?,.
CCOC(=O)C1=NN(c2ccccc2)C2=NC(C)=C(C(=O)OC)C(c3ccc(C)cc3)N12 (stereo not drawn),-2.1%,-20.1%,-4.8,-9.3%,-14.5%,-17.0%
CCS(=O)(=O)NCC(c1ccco1)N1CCN(c2ccccc2)CC1 (stereo not drawn),3.7%,-6.8%,19.7&-0.9,-3.7%&-1.9%,-20.2%,-2.5%&-6.4%
Cc1cc(C)n(-c2nc3cc(Cl)ccc3nc2N2CCN(c3ccccc3F)CC2)n1,.,.,-13.3,6.4%,.,14.1%
COc1cccc(-n2nnnc2SCC(=O)NC2CCCC2)c1,-0.1%,-5.4%,-2.2,-22.6%,6.1%,-7.2%
Cc1cccc2cc(/C=C3\N=C(c4ccccc4)OC3=O)c(N3CCOCC3)nc12,26.1%,-17.1%,11.1,18.8%,5.2%,?
O=C1/C(=C/c2ccccc2)CCC1C1CCCC1 (stereo not drawn),1.0%,-12.2%,-33.6,5.8%,-21.7%,-13.5%
c1cnn(-c2cncc(-n3cccn3)n2)c1,4.2%,-18.8%,-28.8,15.0%,10.3%,10.1%
CCCn1nnc(NC(=O)c2cccc(OCc3ccccc3)c2)n1,7.4%,-23.5%,37.1,2.1%,0.0%,-0.4%
CC(C)(C)C(=O)CNS(=O)(=O)c1ccc(S(=O)(=O)NC2CC2)cc1,-0.5%,-12.0%,55.2,3.0%,-3.4%,-0.7%
COc1ccc(-c2nc3n(c(=O)c2C#N)CCS3)c(OC)c1,5.6%,-12.2%,9.1,-4.9%,6.0%,-1.4%
O=C(O)C1CCCCC1C(=O)Nc1cccc2ccccc12 (stereo not drawn),-9.3%,-19.8%,38.8,2.5%,-16.7%,?
Cc1ccc(Cn2nnnc2CN2CCC(c3nc4ccc(Cl)cc4[nH]3)CC2)cc1,-0.6%,44.3%,-28.1,-10.0%,-24.1%,2.2%
CCOCCCNC(=O)c1ccc(-n2c(-c3ccccc3)cc3c2CCCC3)cc1,.,.,-66.0*,0.1%,.,19.3%
c1ccc(C(c2nnnn2Cc2ccco2)N2CCN(c3nc4ccccc4s3)CC2)cc1 (stereo not drawn),-1.2%,7.9%,-24.0,-16.6%,-1.5%,3.6%
Cc1c(C(=O)N2CCN(c3ccccc3F)CC2)oc2c1C(=O)CC(C)(C)C2,.,35.7%,-20.8,-0.1%,-14.2%,-3.0%
CC1(C)Cc2c(ccc3ccccc23)C(NNC(=O)c2cccnc2)=N1,-1.7%,-18.5%,44.3,12.3%,28.1%,?
COc1ccc2[nH]c(=O)c(C(c3nnnn3C3CCCCC3)N3CCN(C)CC3)cc2c1 (stereo not drawn),2.0%,22.4%,10.6,-8.8%,-3.4%,-4.3%
Cc1cc(C)cc(OCC(=O)N(C)CC(=O)Nc2ccc(Cl)c(C(F)(F)F)c2)c1,.,29.5%,-11.2,5.0%,-7.2%,0.7%
O=C(COC(=O)c1cccc(O)c1)Nc1ccc(N2CCOCC2)cc1,.,-18.7%,-2.9,-12.2%,-8.4%,-9.3%
CC(=O)c1cccc(OCCCOc2cccc3cccnc23)c1,-3.8%,88.3%[activator],5.8,1.0%,-2.7%,?
Cc1cccc(N=C2NC(=O)S/C2=C\c2ccco2)c1,-5.0%,?,-35.2,-30.4%,-5.7%,-8.4%
O=C(Nc1ccccc1N1CCCC1)C1=COCCO1,.,-3.9%,5.7,-15.7%,50.1%[activator],?
O=Cc1c(F)cccc1N1CCCC1,-9.2%,-14.6%,-4.7,-18.6%,-9.7%,-5.0%
CCOc1ccccc1NC(=O)CSc1c2c(nc3ccc(Cl)cc13)CCCC2,.,.,-26.8,-8.5%,.,1.5%
CC(C)[C@@H](CO)NC(=O)c1ccc2c3n(nc2c1)-c1ccccc1CO3,-2.4%,-5.2%,175.6,6.5%,9.9%,3.4%
Cc1cccc(CCNS(=O)(=O)c2ccc(S(=O)(=O)N3CCCCC3)cc2)c1,-1.5%,-26.9%,-9.2,1.3%,-10.3%,-1.0%
O=S(=O)(c1cccs1)N1CCC2(CC1)OCCO2,.,-10.7%,-30.8,-1.1%,4.3%,4.5%
Cc1cccc(C)c1NC(=O)CNC(=O)c1ccc(N2CCCC2)c([N+](=O)[O-])c1,.,-20.0%,-4.1,-3.2%,-2.0%,-5.5%
c1ccc2c(-c3c[nH]c4ccccc34)c3ccccc3nc2c1,-17.7%,-33.2%,-90.5*,-7.7%,8.0%,-3.8%
COc1ccccc1Nc1ccc(C(=O)O)cc1[N+](=O)[O-],20.8%,-15.2%,0.0,8.5%,-20.2%,4.7%

# Shown with two lines to a compound: part of the list above
# Every second line gives: Giardia FBPA inh | AmpC no deterg | HCMV antiviral | Sm TGR inh | AMA1-RON2 inh | AmpC detergent
- Cc1cc(C)cc(OCC(=O)N(C)CC(=O)Nc2ccc(Cl)c(C(F)(F)F)c2)c1
    . | 29.5% | -11.2 | 5.0% | -7.2% | 0.7%
- O=C(COC(=O)c1cccc(O)c1)Nc1ccc(N2CCOCC2)cc1
    . | -18.7% | -2.9 | -12.2% | -8.4% | -9.3%
- CC(=O)c1cccc(OCCCOc2cccc3cccnc23)c1
    -3.8% | 88.3%[activator] | 5.8 | 1.0% | -2.7% | ?
- Cc1cccc(N=C2NC(=O)S/C2=C\c2ccco2)c1
    -5.0% | ? | -35.2 | -30.4% | -5.7% | -8.4%
- O=C(Nc1ccccc1N1CCCC1)C1=COCCO1
    . | -3.9% | 5.7 | -15.7% | 50.1%[activator] | ?
- O=Cc1c(F)cccc1N1CCCC1
    -9.2% | -14.6% | -4.7 | -18.6% | -9.7% | -5.0%
- CCOc1ccccc1NC(=O)CSc1c2c(nc3ccc(Cl)cc13)CCCC2
    . | . | -26.8 | -8.5% | . | 1.5%
- CC(C)[C@@H](CO)NC(=O)c1ccc2c3n(nc2c1)-c1ccccc1CO3
    -2.4% | -5.2% | 175.6 | 6.5% | 9.9% | 3.4%
- Cc1cccc(CCNS(=O)(=O)c2ccc(S(=O)(=O)N3CCCCC3)cc2)c1
    -1.5% | -26.9% | -9.2 | 1.3% | -10.3% | -1.0%
- O=S(=O)(c1cccs1)N1CCC2(CC1)OCCO2
    . | -10.7% | -30.8 | -1.1% | 4.3% | 4.5%
- Cc1cccc(C)c1NC(=O)CNC(=O)c1ccc(N2CCCC2)c([N+](=O)[O-])c1
    . | -20.0% | -4.1 | -3.2% | -2.0% | -5.5%
- c1ccc2c(-c3c[nH]c4ccccc34)c3ccccc3nc2c1
    -17.7% | -33.2% | -90.5* | -7.7% | 8.0% | -3.8%
- COc1ccccc1Nc1ccc(C(=O)O)cc1[N+](=O)[O-]
    20.8% | -15.2% | 0.0 | 8.5% | -20.2% | 4.7%

# The results go on:
SMILES,Giardia FBPA inh,AmpC no deterg,HCMV antiviral,Sm TGR inh,AMA1-RON2 inh,AmpC detergent
COC(=O)CC(N)c1ccc(Br)cc1 (stereo not drawn),-5.0%,-21.1%,-14.6,3.3%,19.1%,1.3%
CCn1cc(/C=C2/SC(=S)NC2=O)c(C)n1,?,-21.6%,3.2,0.4%,-5.2%,-2.9%
CSc1ccc(NC(=O)NCCN2CCc3ccccc3C2)cc1,?,-0.3%,38.0,-24.3%,-23.3%,-8.6%
Cc1ccc(C)c(NC(=O)NCCN2CCCCC2)c1,8.3%,-12.3%,19.8,20.0%,6.0%,0.8%
CN1CCC(=O)N(CCOc2ccccc2)CC1,18.0%,-14.6%,21.2,10.4%,165.4%[activator],-1.9%
Cc1ccc(S(=O)(=O)N2CC(=NO)C2)cc1,-11.2%,-6.0%,-33.9,13.0%,22.5%,-11.0%
COc1ccccc1NC(=O)c1ccc(NC(=O)COC(=O)c2cccnc2Cl)cc1,.,-31.8%,18.5,.,3.0%,.
CCOC(=O)C(=O)Nc1nc(-c2ccccc2)c(CC)s1,-0.5%,-16.1%,47.2,2.9%,28.1%,-7.0%
O=C(Cc1ccc(F)cc1)N1CCN(c2ccc([N+](=O)[O-])cc2)CC1,6.0%,-16.9%,14.3,-6.4%,-13.1%,-12.3%
O=C(COc1ccc(Cl)cc1)Nc1ccc(Cl)cc1C(=O)c1ccccc1,.,.,?,-6.3%,.,2.3%
CCOc1ccccc1N1CCN(CC(O)COC2CCCc3ccccc32)CC1 (stereo not drawn),4.4%,80.8%[activator],-15.8,1.8%,-18.3%,?
